Source: PubChem BioAssay
TR SRC2 fluor cs: Total Fluorescence Counterscreen for Inhibitors of the Interaction of Thyroid Hormone Receptor and Steroid Receptor Coregulator 2; TRb/SRC2 Texas Red total fluorescence interference; Potency, µM (highest dose often 106 µM), inactives show at the top dose fluorescence change, negative = quenching; 280,000 tested, 0.29% active; active = well fitted curve in either direction with a large enough effect; inconclusive = small, poorly fitted or top-dose-only effect
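Human TRb ligand-binding domain at 0.6 uM with 20 nM Texas Red SRC2 peptide in Tris buffer containing 1 uM T3 and 5% DMSO, incubated with compound 5 h at ambient temperature. Total fluorescence (555/632 nm) calculated as parallel + 2 × perpendicular.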
Tau FP inhib: qHTS for Inhibitors of Tau Fibril Formation, Fluorescence Polarization. 280,000 tested, 0.39% active. K18 P301L tau heparin fibrillization, Alexa594 FP, 6 h. Potency, µM (doses to about 57.7 µM), inactives show at the highest dose activity, negative = inhibition, most hits filed as inhibitors. AID 1468, 2008; note: nearly all actives have a fitted effect of over 55% in size
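FP of Alexa 594-tau after heparin (20 uM) induction. Substrate: human K18 P301L, 15 uM unlabeled, 0.24 uM labeled. Buffer 100 mM sodium acetate pH 7. 6 hr, 37 C.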
aGal spleen mod: qHTS Assay for Inhibitors and Activators of Human alpha-Galactosidase From Spleen Homogenate; Alpha-galactosidase A (Homo sapiens), P06280; human spleen homogenate, 4MU-alpha-Gal fluorescence, 40 min; Potency, µM (top dose mostly 80 µM), inactives show at the highest dose activity change, negative = inhibition, actives largely listed as inhibitors; 240,000 tested, 0.008% active;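 note: 0% = enzyme with vehicle and -100% = no enzyme basal signal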
Target sequence (P06280 32-429 limits assumed): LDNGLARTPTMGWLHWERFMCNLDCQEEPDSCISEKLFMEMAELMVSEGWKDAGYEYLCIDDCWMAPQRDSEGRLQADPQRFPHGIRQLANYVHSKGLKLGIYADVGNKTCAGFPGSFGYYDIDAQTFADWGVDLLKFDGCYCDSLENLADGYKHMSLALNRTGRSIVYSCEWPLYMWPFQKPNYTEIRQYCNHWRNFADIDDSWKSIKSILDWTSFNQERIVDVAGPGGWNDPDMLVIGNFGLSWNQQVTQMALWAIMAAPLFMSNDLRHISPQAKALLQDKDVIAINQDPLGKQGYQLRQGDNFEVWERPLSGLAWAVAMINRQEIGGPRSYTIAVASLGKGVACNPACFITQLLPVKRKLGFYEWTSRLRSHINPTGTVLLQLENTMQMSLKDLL
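Spleen homogenate 1 ug + cpd (titration) + 4-MU-alpha-D-galactopyranoside 1 mM; 37C 40 min; 50 mM citrate/phosphate pH 5.0, 0.01% Tween-20; stop pH 10; fluorescence 365/440; AC50 via Hill.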
TRb-SRC2 inh: qHTS for Inhibitors of the Interaction of Thyroid Hormone Receptor and Steroid Receptor Coregulator 2 | TRbeta-SRC2 peptide binding, fluorescence polarization; receptor liganded with 1 µM T3 | Potency, µM (top dose mostly 106 µM), for inactives: top-dose activity change, negative = inhibition, most hits filed as inhibitors | Thyroid hormone receptor beta (Homo sapiens), P10828 | AID 1469, 2008 | 280,000 tested, 0.065% active;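 note: plate controls were bound peptide for no effect and peptide without receptor for full effect; nearly all actives have a fitted effect of over 50% in size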
Target sequence (P10828 whole entry, looked up): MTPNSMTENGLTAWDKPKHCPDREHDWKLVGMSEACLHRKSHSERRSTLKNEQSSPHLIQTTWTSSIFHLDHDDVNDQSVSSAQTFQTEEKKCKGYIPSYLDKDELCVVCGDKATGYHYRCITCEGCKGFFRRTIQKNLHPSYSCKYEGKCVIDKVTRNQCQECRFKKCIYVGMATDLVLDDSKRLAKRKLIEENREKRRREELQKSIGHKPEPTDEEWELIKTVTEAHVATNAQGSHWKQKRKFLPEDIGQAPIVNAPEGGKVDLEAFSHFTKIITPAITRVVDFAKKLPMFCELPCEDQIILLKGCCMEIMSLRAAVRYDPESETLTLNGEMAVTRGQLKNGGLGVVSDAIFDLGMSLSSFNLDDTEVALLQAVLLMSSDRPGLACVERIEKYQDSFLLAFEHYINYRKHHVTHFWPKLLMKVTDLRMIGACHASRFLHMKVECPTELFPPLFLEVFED
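Binding of a 20-amino-acid Texas Red SRC2 peptide (20 nM) to TRb ligand-binding domain (0.6 uM) with agonist T3 at 1 uM was followed by fluorescence polarization after a 5 hr room-temperature incubation.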
Tau ThT inhib: qHTS for Inhibitors of Tau Fibril Formation, Thioflavin T Binding; Microtubule-associated protein tau (Homo sapiens), P10636; recombinant tau K18 P301L, heparin-induced fibrillization, ThT fluorescence; Potency, µM (titrated, usually from 57.4 µM), inactives show at the top dose activity, negative = inhibition, usual class: inhibitors; 270,000 tested, 2.1% active; AID 1460, 2008; note: nearly all actives have a fitted effect of over 55% in size
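Using a mix of unlabeled (15 uM) and Alexa 594-labeled (0.24 uM) tau K18 P301L, heparin-triggered fibrillization over 6 hr at 37 C was scored by ThT fluorescence.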
ALDH1A1 block: qHTS Assay for Inhibitors of Aldehyde Dehydrogenase 1 (ALDH1A1). Purified ALDH1A1, NADH fluorescence, propionaldehyde substrate. Potency, µM (doses to about 75.3 µM), for the others: top-dose activity, negative = inhibition, most hits filed as inhibitors. 220,000 tested, 7.3% active. AID 1030, 2008; active = well fitted inhibition curve with a large enough effect, not every such curve was filed as active; inconclusive = small, poorly fitted or top-dose-only effect, or another doubt; inactive = no such curve, though single readings can be large or run the other way;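 note: plate controls were no enzyme wells and a reference inhibitor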
Tau fluor counter: Counterscreen qHTS for Inhibitors of Tau Fibril Formation, Fluorescence Polarization; Potency, µM (top dose mostly 57.7 µM), for inactives: at the top dose activity change, negative = decrease; AID 1463, 2008; 280,000 tested, 0.93% active; tau K18 P301L (four-repeat tau fragment) Alexa594 fluorescence, heparin fibrillization; note: nearly all actives have a fitted effect of over 55% in size
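Human K18 P301L tau (15 uM unlabeled plus 0.24 uM Alexa 594-labeled, final) in 100 mM sodium acetate pH 7 was mixed with compound and 20 uM heparin and incubated 6 hr at 37 C.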
L3MBTL1 block: qHTS Assay for the Inhibitors of L3MBTL1. AlphaScreen L3MBTL1–H3K9me1 peptide binding. Potency, µM (highest dose often 57.1 µM), for inactives: at the top dose activity, negative = inhibition, hits mostly inhibitors. 230,000 tested, 0.66% active; note: nearly all actives have a fitted effect of over 60% in size
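Read-out is AlphaScreen signal from streptavidin donor and nickel chelate acceptor beads (10 ug/mL final each) bridging L3MBTL1 (50 nM) and biotinylated K9-monomethylated H3(1-15) peptide (75 nM), after 30 min compound exposure at room temperature.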
The depositor's hits bear a star; ? = inconclusive; / = not tested or not shown; [ ] = remark or other dose. Unless noted, calls come from the whole dose curve; as a rule, active = well fitted curve in the direction sought with a large enough effect; inconclusive = small, poorly fitted or top-dose-only effect, or another doubt; inactive = no such curve, though single readings can be large; an effect the other way counts as inactive or inconclusive. Unless noted, % is set by controls: 0 for no effect and ±100 for the full control effect; potency is the fitted concentration of half-maximal effect.

Molecule	TR SRC2 fluor cs	Tau FP inhib	aGal spleen mod	TRb-SRC2 inh	Tau ThT inhib	ALDH1A1 block	Tau fluor counter	L3MBTL1 block
Cc1cccc(-n2c(C)cc(/C=N\NC(=O)c3cccs3)c2C)c1	7%	6%	1%	-5%	7%	?	6%	-6%
CCCc1cc2c(n1CCc1ccc(Cl)cc1)C(C)C1CN(C(=O)c3ccccc3)C(C)(C(=O)OC)C21 (stereo not given)	-3%	-3%	6%	4%	?	-11%	-20%	/
CCO[C@@H]1OC(C(=O)N2CCN(Cc3ccc4c(c3)OCO4)CC2)=C[C@H](C2CCCCC2)[C@H]1CCCO	-2%	11%	13%	-4%	?	2%	-3%	-9%
CCCC(CCC)C(=O)NC1CCN(Cc2ccccc2)CC1	-2%	-6%	-1%	-1%	-8%	-14%	-6%	8%
CCN1CCN(Cc2ccc(NC(=O)c3cc(NC(=O)c4nccnc4N)cc(OC)c3)cc2C(F)(F)F)CC1	1%	-14%	3%	-2%	2%	/	-23%	/
O=S(=O)(Nc1cccnc1)c1cccc(C(F)(F)F)c1	-3%	3%	7%	-11%	-1%	3%	1%	-6%
COc1ccc(C2/C(=C(/O)c3ccc(OC(C)C)cc3)C(=O)C(=O)N2CCCN2CCOCC2)cc1 (stereo not given)	-3%	0%	-3%	-6%	?	25µM*	-16%	-1%
c1ccc(-c2nc(CSc3nnc(-c4cccs4)o3)cs2)cc1	-6%	4%	-2%	-7%	2%	2%	1%	/
O=C(NCc1cc(C(F)(F)F)cc(C(F)(F)F)c1)C1CC(c2cccc([N+](=O)[O-])c2)=NO1 (stereo not given)	2%	-7%	5%	-8%	-3%	-4%	-29%	56%[activator]
O=C(O)c1cc2c(ccc3ccccc32)oc1=O	0%	1%	?	5%	-11%	?	-2%	/
O=C(OCc1nc2ccccc2s1)c1cc2ccccc2oc1=O	-1%	-3%	0%	0%	?	?	-20%	2%
CCN1CCN(Cc2ccc(OCc3ccccc3)cc2)CC1	-6%	7%	-4%	1%	5%	?	18%	-15%[11.4 µM]
O=C(O)Cc1sc(-c2ccccc2)nc1-c1ccccc1	-2%	-6%	7%	0%	6%	-3%	2%	9%
O=c1c2ccccc2n2c(-c3ccc(F)cc3)nnc2n1Cc1ccccc1	-4%	4%	-7%	9%	4%	?	6%	-2%
Cc1ccc(CNc2cc(-c3nn4c(C)nnc4s3)ccc2C)s1	-7%	1%	4%	-16%	-12%	?	5%	/
CC(C)C[C@H](NC(=O)c1[nH]cnc1C(=O)Nc1ccc(CNC(=O)OC(C)(C)C)cc1)C(=O)OC(C)(C)C	0%	?	1%	-1%	4%	/	?	/
CC(C)c1ccc(/C=c2\sc3nc(-c4ccncc4)nn3c2=O)cc1	-5%	-3%	-8%	3%	-10%	?	5%	2%
O=c1c(C=NCCCn2ccnc2)c(-c2ccccc2)[nH]n1-c1nc2ccccc2s1	-3%	-9%	-20%	-9%	-8%	4%	-15%	-10%
Cc1nc2c3cnn(-c4ccccc4)c3ncn2n1	-1%	2%	-3%	-7%	?	?	-17%	-1%
Cc1ccc(NC(=O)C2CCN(S(C)(=O)=O)CC2)cc1C	2%	-6%	11%	0%	-7%	12%	-5%	/
Cc1cccc(NC(=S)N(CCCN(C)C)Cc2cc3cc4c(cc3[nH]c2=O)OCO4)c1	-3%	-4%	11%	1%	-16%	?	-23%	-9%
Cc1ccc(N2CCN(C(=O)c3cn(C)c4ccc(S(=O)(=O)N5CCCC5)cc4c3=O)CC2C)cc1 (stereo not given)	-1%	6%	/	2%	-1%	/	-6%	/
O=C(CCS(=O)(=O)c1ccc(Br)cc1)Nc1ccc(Br)cc1F	0%	-3%	-8%	9%	5%	4%	-1%	?
CCOC(=O)c1ccc(NC(=O)CCCn2nc(C)c3sc4ccccc4c3c2=O)cc1	-2%	1%	/	4%	6%	/	-26%	/
CCOc1ccc(NC2=NC(C(=O)NCc3ccccc3)CC(=O)N2)cc1 (stereo not given)	-1%	-1%	-3%	-11%	-4%	0%	1%	-3%
CCOCC(=O)Nc1ccc(S(=O)(=O)NCCc2ccccc2)cc1	-2%	-4%	-9%	-1%	7%	10µM*	1%	/
CCCn1c2ccccc2c2cnn(CC(=O)N(CC)c3cc(C)ccc3C)c(=O)c21	-2%	8%	/	-7%	?	/	-14%	/
Cc1ccc(NC(=O)/C=C\C(=O)NCC(=O)O)cc1	0%	1%	-9%	-3%	-7%	28µM*	-2%	15%
COc1ccc(N/C(=N/c2nc(C)cc(C)n2)NC(=O)c2ccccc2)cc1	3%	-9%	2%	1%	-2%	/	-10%	/
O=C(COC(=O)c1ccccc1Cl)NC(=O)NCc1ccccc1	1%	4%	-1%	-7%	-3%	-7%	-5%	32%[activator]
CCOc1cc(C)nc(N2CCN(C3CCCCC3)CC2)n1	-7%	0%	-4%	8%	-11%	14%	-10%	/
Cc1ccc(/C(O)=C2\C(=O)C(=O)N(c3cc(C)on3)C2c2cccc(Cl)c2)cc1 (stereo not given)	-2%	-6%	-16%	3%	0%	?	1%	-2%
O=C(COC(=O)c1ccc2c(=O)n3c(nc2c1)CCC3)Nc1ccc(OC(F)F)cc1	-1%	-14%	3%	3%	-10%	?	-10%	9%
CCOc1ccc(CNC(=O)Cn2nc(C)n3cccc3c2=O)cc1	-1%	-15%	/	-5%	22%	/	1%	/
Cc1ccc(-n2c(SCC(=O)NCC3CCCO3)nnc2-c2ccoc2C)cc1 (stereo not given)	2%	0%	0%	-2%	0%	4%	-1%	1%
O=C(COC(=O)CCC(=O)c1ccc(F)cc1)Nc1ccc(F)cc1F	0%	9%	-1%	3%	8%	?	6%	?
C/C(=N\NC(=O)c1cccc(S(=O)(=O)N2CCCCC2)c1)c1ccc(C)o1	-2%	1%	-1%	-5%	-10%	-5%	-10%	/
COc1cccc(-n2nc(C#N)c(Cl)cc2=O)c1	0%	-10%	8%	-6%	?	-5%	-14%	/
CCOC(=O)CCCCC(=O)c1[nH]c(=O)[nH]c1C[n+]1ccccc1	-1%	-7%	20%	5%	-17%	6%	-7%	/
CCCC(=O)Nc1sc2c(c1C(=O)OCC)CC(C)(C)OC2	-2%	-16%	0%	-2%	-6%	?	-11%	8%
O=C(c1ccc2c(c1)OCO2)C1CCCN(Cc2cccn2-c2cccnc2)C1 (stereo not given)	1%	-5%	-1%	-6%	-7%	?	-9%	?
Cc1nc2ccn(Cc3cccs3)c(=O)c2cc1C(=O)NCc1ccc(Br)cc1	-6%	2%	/	9%	?	/	-4%	/
C#CCOCCOCCOCCNc1nc(N2CCOCC2)nc(N2CCN(C(=O)[C@H]([C@@H](C)CC)n3cc(CCCCN)nn3)CC2)n1	-2%	14%	3%	-1%	-12%	13%	-3%	7%
COc1ccc(NC(=S)Nc2ccc3nsnc3c2)cc1	-2%	-17%	-3%	0%	11µM*	22µM*	?	-6%
